# West Nile virus CPE: West Nile virus antiviral activity, cell-based, CPE readout (AID 1621); West Nile virus-infected cells, CPE inhibition; higher % means a stronger effect; one-dose CPE inhibition, % at 10 µM; IC50 in µM for titrated hits; 0.02% of 290,000 active; in the data active means a potency from the dose series; inconclusive means CPE inhibition mostly from about 3.7% at the one dose, without a potency; inactive means the rest, 99 in 100 with CPE inhibition below about 2.2%; further: strong numbers were not always called active
# WT yeast gro inh: growth inhibition of WT yeast, mitochondrial fusion screen. mitochondrial fusion phenotypic screen, WT strain. inhibition, % at 10 µM. 2.1% of 190,000 active; in the data active means inhibition above about 58%; tested in S. cerevisiae
# RSV CPE inhibition: inhibition of RSV-induced cytopathic effect – HEp-2 cells, primary 10 µM value included (AID 2391). one-dose CPE inhibition, % at 10 µM; IC50 in µM for titrated hits. 0.13% of 310,000 active. HEp-2 cells, RSV-induced CPE inhibition; higher % means a stronger effect; in the data active means a potency from the dose series; inconclusive means CPE inhibition mostly from about 23% at the one dose, without a potency; inactive means the rest, 99 in 100 with CPE inhibition below about 21%; further: strong numbers were not always called active
# Myeloid diff 2: compounds promoting myeloid differentiation. ER-HoxA9 myeloid progenitors, lysozyme-GFP differentiation, flow cytometry. 1% of 360,000 active. AID 624256. calls only at 10 µM;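 active means normalized GFP-positive differentiation at or above the plate's own cutoff, the solvent-only control mean plus 3 SD; inconclusive means no clear call, values can overlap the other calls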;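 further: cells exposed to compound for four days before flow analysis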
# Salmonella PhoP GFP: inhibitors of PhoP regulon expression, primary screen, Salmonella Typhimurium, GFP reporter (AID 1863); S. Typhimurium PhoP-regulated promoter GFP reporter, 4 h; higher % means a stronger effect; inhibition, % at 50 µM, or IC50 in µM where a hit was titrated; 0.16% of 300,000 active;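 active means inhibition over 29.93%, a cutoff 3 SD above the screen mean, later confirmed by dose response; inconclusive means inhibition over 29.93% but no dose response follow-up; inactive means inhibition at most 29.93% or unconfirmed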;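 further: 0% = low Mg2+ inducing control and 100% = high Mg2+ repressing control; strong numbers were not always called active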
# T cell HTS: T cell immune modulators affecting CD8 T cell-vesicle binding. 2C CD8+ T cell-vesicle binding, flow cytometry; active compounds read low. calls only at 7 µM. 0.068% of 330,000 active;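 active means response, share of CD8 T cells binding vesicles, and their 90th percentile fluorescence all below set limits, cut at about 80% in these data, passing the limit was not always enough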
#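 Incubation: binding step 1.5 h, 37 °C, antibody labelling 20 min, ice; system: murine 2C transgenic CD8+ T lymphocytes; technique: cytometric PE anti-B7-1 and Alexa647 anti-CD8 signals after 1% paraformaldehyde fixation; also added: QL9-charged Drosophila Ld/ICAM-1/B7-1 vesicles; control set: naked versus QL9-loaded vesicles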
# Rac1 GTP hydrolysis: MgcRacGAP GTPase-activating activity inhibitors, confirmation, biochemical, ADP Hunter fluorescence | one-dose inhibition, % at 30 µM; IC50 in µM for titrated hits | 0.6% of 340,000 active | AID 624330 | MgcRacGAP-stimulated Rac1 GTP hydrolysis, ADP Hunter fluorescence; higher % means a stronger effect; GST-tagged Rac1 F28L mutant substrate;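 active means first-screen hits whose inhibition reached a set limit at any dose in the follow-up dose series; inconclusive means inhibition above the set first-screen limit but never retested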;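 further: fluorescence reports GDP produced by GAP-driven GTP hydrolysis; strong numbers were not always called active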
# b-catenin transl: alters nuclear translocation of beta-catenin in HeLa cells; immunofluorescence imaging; nuclear translocation activity, % at 5 µM; 0.3% of 190,000 active;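 active means nuclear translocation activity above 50% at 5 µM, with a well cell count of 50 or more; inconclusive means wells under 50 cells across six images, flagged as toxic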;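 further: per-cell ratio of nuclear to cytoplasmic median beta-catenin stain intensity; plate controls were DMSO negative control for no effect and GSK-3 inhibitor IX positive control for full effect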
#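 Signal – beta-catenin immunofluorescence imaging with DAPI · Test system – human HeLa cell line · Dosing – 5 µM primary single dose, 0.1% DMSO, 0.02–20 µM confirmation series · Measure – % activation, nuclear-to-cytoplasmic median beta-catenin signal ratio per cell · Incubation – 24 h compound exposure at 37°C, 5% CO2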
# SV40 large T antigen: TAg ATPase/helicase activity blockers – biochemical (AID 1903); SV40 large T antigen ATPase/helicase inhibition assay; higher % means a stronger effect; one-dose inhibition, % at 20 µM; IC50 in µM for titrated hits; 0.39% of 310,000 active; in the data active means a potency from the dose series; inconclusive means inhibition mostly from about 32% at the one dose, without a potency; inactive means the rest, 99 in 100 with inhibition below about 32%; further: strong numbers were not always called active
# WT yeast gro inh mutant strain: further read-out of WT yeast gro inh, marked with its call; inhibition, %; mitochondrial fusion phenotypic screen, mutant strain inhibition
# b-catenin transl cell count 5 µM: second read-out of b-catenin transl, no call of its own (marks repeat the call); cell count; measured here: cell count, cytotoxicity flag
# T cell HTS vesicle-bound %: also measured in T cell HTS; calls as there; double positive events, %; measured here: CD8+ vesicle-bound cell fraction;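 binding gate set so that unloaded-vesicle control wells show 10% double positive cells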
# Myeloid diff 2 GFP+ MAC1+ %: second read-out of Myeloid diff 2, no call of its own (marks repeat the call); GFP+ MAC1+ double positive, %; measured here: differentiation confirmed by MAC1 staining
# * hit, by the source's call; i = inactive; ? = inconclusive; · = no result given; + = active, no number. The order is random; overall some 3.6% were active at least once.
# Start of the listing, in advance:
# Every second line gives: T cell HTS	b-catenin transl	Rac1 GTP hydrolysis	b-catenin transl cell count 5 µM	Myeloid diff 2	SV40 large T antigen	RSV CPE inhibition	WT yeast gro inh mutant strain	T cell HTS vesicle-bound %	WT yeast gro inh	Myeloid diff 2 GFP+ MAC1+ %	West Nile virus CPE	Salmonella PhoP GFP
CCOC(=O)NCc1cc(-c2nn(C)c(=O)c3ccccc23)ccc1C
→ i	2.0	7%	1149	i	2%	2.1%	-5	34	34	0.5	-0.2%	-2%
COc1ccc(CC(=O)OCC(=O)Nc2cccc(Cl)c2)cc1
→ i	0.5	6%	1028	i	3%	0.1%	-4	47	17	0.3	0.8%	-2%

# The list itself, previewed entries included:
# Every second line gives: T cell HTS	b-catenin transl	Rac1 GTP hydrolysis	b-catenin transl cell count 5 µM	Myeloid diff 2	SV40 large T antigen	RSV CPE inhibition	WT yeast gro inh mutant strain	T cell HTS vesicle-bound %	WT yeast gro inh	Myeloid diff 2 GFP+ MAC1+ %	West Nile virus CPE	Salmonella PhoP GFP
CCOC(=O)NCc1cc(-c2nn(C)c(=O)c3ccccc23)ccc1C
→ i	2.0	7%	1149	i	2%	2.1%	-5	34	34	0.5	-0.2%	-2%
COc1ccc(CC(=O)OCC(=O)Nc2cccc(Cl)c2)cc1
→ i	0.5	6%	1028	i	3%	0.1%	-4	47	17	0.3	0.8%	-2%
N#Cc1c(-c2ccccc2)oc(=O)c2ccccc12
→ i	·	6%	·	i	1%	-0.5%	·	14	·	0.3	-0.4%	2%
COc1ccc(CNC(=O)C2CCN(S(C)(=O)=O)CC2)cc1
→ i	·	2%	·	i	-4%	2.2%	-13	25	-6	0.2	·	2%
COc1cc(NC(=O)c2cc(C)no2)cc(OC)c1OC
→ i	·	7%	·	·	5%	4.2%	·	40	·	·	0.1%	-2%
O=c1oc2ccccc2c(Nc2ccccc2)c1[N+](=O)[O-]
→ i	-2.9	7%	529	i	18%	1.2%	4	35	-10	1.0	-0.1%	2%
O=C(Nc1ccccc1)c1nc2ccccc2s1
→ i	-0.8	8%	1016	i	-3%	4.7%	0	55	29	0.3	0.1%	7%
O=C(O)Cc1ccc(NC(=O)c2cnccn2)cc1
→ i	-2.2	6%	970	i	0%	1.1%	3	58	5	0.4	0.2%	-15%
COc1cccc(COC(=O)CSCC(=O)Nc2cccc(C)c2)c1OC
→ i	·	2%	·	i	19%	-0.9%	·	32	·	0.7	·	7%
Cc1cc(C(=O)N2CCc3ccccc32)n(-c2ccccc2)n1
→ i	4.9	10%	1045	i	5%	2.1%	-14	48	-7	2.0	0.4%	-17%
O=C(NN=C1CCCC1)c1ccc([N+](=O)[O-])cc1
→ i	-1.3	2%	1163	i	2%	0.4%	11	28	-9	0.6	0.1%	-12%
Cc1nnc(SCc2cccc([N+](=O)[O-])c2)o1
→ i	0.9	4%	1455	i	·	-0.6%	-17	57	3	0.1	-0.5%	·
Cc1ccc(NC(=O)COc2ccc(-c3nnco3)cc2)cc1S(=O)(=O)N1CCOCC1
→ i	-1.5	7%	1124	i	9%	3.3%	6	34	0	0.2	-0.3%	2%
C=C(C)CNC(=S)N/N=C\c1ccc2c(c1)OCO2
→ i	·	6%	·	i	24%	-2.3%	·	48	·	0.3	·	·
COc1ccccc1NC(=O)C(C/C=C(\C)Cl)C(C)=O (stereo unspecified)
→ i	-0.7	4%	1347	i	13%	1.3%	13	25	17	7.7	-0.2%	-3%
Cc1ccc(NC(=O)NC(=O)N(C2CCCCC2)S(=O)(=O)c2ccccc2)cc1
→ i	2.4	3%	941	i	6%	1.8%	1	65	12	1.4	-0.3%	-8%
COC(=O)C1=C(N)Oc2cc(C)n(CC3CCCO3)c(=O)c2C1c1ccc(Cl)cc1 (stereo unspecified)
→ i	-1.6	12%	810	i	5%	7.1%	6	22	-24	1.2	-0.2%	-4%
Cc1onc(-c2c(F)cccc2Cl)c1C(=O)N1CCOC12CCCCC2
→ i	-0.6	11%	1044	i	12%	0.3%	14	56	-23	0.5	-1.4%	4%
C=Cc1ccc(C2=CC(=O)C[C@H](c3ccc(OC)cc3)C2)cc1
→ i	·	-2%	·	i	·	-0.5%	·	24	·	2.0	·	·
Cc1ccc(S(=O)(=O)NCC(=O)OCC(=O)c2ccc(Cl)s2)cc1
→ i	·	3%	·	i	4%	0.9%	·	23	·	0.0	-0.2%	1%
Cc1ccc2nc3c(c(Nc4ccc(O)cc4)c2c1)CCC3
→ i	·	28%	·	?	32%	?	·	34	·	·	0.9%	-1%
COc1cccc(NC(=O)C(NC2CCCC2)c2ccccc2)c1 (stereo unspecified)
→ i	0.1	10%	1397	i	7%	0.4%	-17	40	-16	0.5	-0.3%	-3%
CCn1c2ccccc2c2cc(NC(=O)c3ccco3)ccc21
→ i	0.4	13%	1049	i	17%	43%	14	4	31	7.1	-0.4%	-8%
O=C(COc1ccc(F)cc1Br)N1CCc2ccccc21
→ i	-0.2	4%	1065	i	-4%	2.5%	-14	20	-5	0.2	-1.0%	-12%
O=c1c2ccccc2ncn1CCCOc1ccccc1[N+](=O)[O-]
→ i	-1.6	5%	1298	i	3%	0.7%	6	58	0	0.4	-0.4%	1%
Cc1ccc(-c2nn(Cc3ccccc3)cc2C(=O)N2CCN(c3ccccn3)CC2)cc1
→ i	·	7%	·	i	·	0.3%	·	28	·	0.8	·	·
O=C(/C(=N/O)n1cncn1)c1ccccc1Cl
→ i	0.1	2%	1271	i	-1%	-2.8%	·	17	·	0.3	0.4%	1%
COc1ccccc1NC(=S)NNC(=O)c1nn(C)c(C)c1Br
→ i	-2.3	-1%	552	i	17%	0.6%	-8	37	8	3.0	-0.2%	-6%
COc1cccc(-c2nc(CS(=O)(=O)CC(=O)NCCc3ccccc3)c(C)o2)c1
→ i	·	8%	·	i	5%	0.8%	·	3	·	1.5	-0.7%	-3%
COC(=O)c1ccc(NC(=O)CSc2nnc(-c3ccccc3Br)n2-c2ccccc2)cc1
→ i	·	-2%	·	i	21%	1.0%	·	20	·	0.9	·	·
C/C(=N\Nc1ccc(C(=O)O)cc1)c1ccc2c(c1)Nc1ccccc1S2
→ i	1.6	?	1242	i	?	?	·	19	·	0.2	-0.3%	-6%
N#CCC(=O)Nc1ccc(C(=O)OCc2ccccc2Oc2ccccc2)cc1
→ i	·	10%	·	+	4%	2.7%	·	50	·	0.5*	-0.1%	12%
CCOC(=O)c1sc(=NC(=O)c2ccc(S(=O)(=O)N3CC(C)OC(C)C3)cc2)n(C)c1C (stereo unspecified)
→ i	0.9	-2%	1381	i	11%	0.2%	19	30	23	4.2	-1.0%	-4%
C/C(CC(=O)NC1CCCC1)=N\NC(=O)Cc1cccs1
→ ·	-0.7	-11%	1398	i	-1%	1.0%	0	·	-6	4.9	-0.4%	9%
O=C(NCCc1ccc(Cl)cc1)C(=O)c1c[nH]c2ccccc12
→ i	·	4%	·	i	5%	1.4%	·	42	·	0.1	-0.9%	·
Cc1ccc(C)c(NC(=O)C(=O)NCCc2c[nH]c3ccccc23)c1
→ i	-1.6	5%	1129	i	10%	-1.8%	-11	28	-6	0.5	·	-1%
COCCn1c(SCC(=O)NCc2ccc3c(c2)OCO3)nnc1C(C)C
→ i	·	6%	·	i	6%	1.1%	·	59	·	2.8	0.7%	-6%
CC1CC(C)CN(S(=O)(=O)c2ccc3c(c2)CC(C)N3C(=O)C2CCC2)C1 (stereo unspecified)
→ i	·	6%	·	i	20%	20%	·	14	·	4.8	0.4%	-1%
O=C(CC1Nc2ccccc2NC1=O)NC1CCCCC1 (stereo unspecified)
→ i	-0.9	10%	1168	i	2%	1.9%	4	32	19	0.5	·	9%
CC(SC(=S)N1CCCC1)C(=O)O (stereo unspecified)
→ i	0.8	·	1557	i	16%	-0.7%	1	48	-14	0.4	0.4%	-7%
Cc1ccc(/C=C/C(=O)NN2CCN(C)CC2)cc1
→ i	·	9%	·	i	7%	2.4%	·	8	·	2.7	-0.5%	-5%
O=S(=O)(Cc1nc2ccccc2s1)c1ccccc1
→ i	0.9	6%	1063	i	7%	0.4%	6	56	5	0.8	0.5%	-5%
COc1cccc(NC(=S)N(CCC(C)C)C(C)c2ccncc2)c1 (stereo unspecified)
→ i	·	6%	·	i	10%	-0.1%	·	52	·	0.3	-0.4%	-6%
CC(C)C(NC(=O)OCc1ccccc1)C(=O)OCC(=O)NC1CC1 (stereo unspecified)
→ i	-1.5	2%	1136	i	6%	1.6%	-15	30	-15	0.1	1.5%	-2%
Cc1ccc(Cn2nnc3c(=O)[nH]c(C4CCCN(C(=O)c5ccco5)C4)nc32)cc1 (stereo unspecified)
→ i	·	13%	·	i	3%	2.1%	·	14	·	0.6	-0.5%	-5%
CCOc1ccc(/C=C2\SC(=S)N(NS(=O)(=O)c3ccc(C)cc3)C2=O)cc1OC
→ i	1.9	12%	1389	i	31%	3.5%	·	33	·	0.4	0.0%	-12%
CCCCOc1ccc(/C=C/C(=O)OCC(=O)c2c(N)n(C)c(=O)n(C)c2=O)cc1OCC
→ i	0.1	4%	1118	i	3%	-1.4%	-7	27	-15	0.2	-0.5%	-8%
Cc1cccnc1NC(=O)COc1ccc2oc3c(c2c1)CCCC3
→ i	0.7	6%	940	i	2%	18%	-16	35	19	1.2	1.4%	-16%
CCOc1ccc(C(CC(=O)O)NC(=O)C(CC)c2ccccc2)cc1 (stereo unspecified)
→ i	·	4%	·	i	21%	1.5%	·	35	·	0.2	0.0%	3%
COc1ccc(N(CN2C(=O)C3C4C=CC(C4)C3C2=O)C(=O)c2ccco2)cc1 (stereo unspecified)
→ i	-4.1	4%	1238	i	8%	2.7%	10	59	4	0.9	·	1%
CCn1c(SC)nc2c(c1=O)SC(C)C2 (stereo unspecified)
→ i	-4.6	1%	1134	i	1%	1.1%	4	27	-1	3.7	-0.3%	21%
CCCCc1nnc(NC(=O)CS(=O)(=O)Cc2ccccc2)s1
→ i	-2.6	2%	1309	i	12%	0.1%	·	14	·	5.1	-0.1%	5%

# Source: PubChem
